Bioassay records from PubChem.
RTF Ca sens inh – cardiac RTF calcium desensitization | P19429+P45379 | IANBD-labeled cardiac RTF, Ca2+ fluorescence | inhibition, % at 7.15 µM | 340,000 tested, 0.12% active;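 active = inhibition above the mean inhibition of all tested compounds plus 3 SD, cut at about 17% in these data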;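 note: assay run at fixed EC70 calcium of 1.6 mM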
CAL PDZ FP-1 – inhibitors of human CAL PDZ peptide binding | Q9HD26 | purified CAL PDZ, TMR-peptide fluorescence polarization, 1 h | inhibition, % at 24.9 µM | 300,000 tested, 0.92% active | AID 602252;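 active = mean inhibition of at least 30% with at least half of replicates also reaching 30%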;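 note: 0% = DMSO neutral control and 100% = excess unlabeled competitor peptide PRC23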
NSD2 inh – inhibitors of human histone methyltransferase NSD2. AID 743445. O96028. inhibition, % at 12.5 µM. 310,000 tested, 0.54% active. NSD2 peptide methylation, AlphaScreen, 120 min; in the data active = inhibition above about 50%
Arr AP2 block – human beta-arrestin and AP2 interaction inhibition; FITC-arrestin peptide / GST-AP2 beads, flow cytometry; AP2 beta2 appendage carries R879A mutation; inhibition, % at 10 µM; 340,000 tested, 0.31% active;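 active = inhibition above a set limit, near 3 SD of compounds lacking own fluorescence, cut at about 54% in these data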;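 note: plate controls were DMSO wells for no effect and 5 µM unlabelled arrestin peptide for full effect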
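Material – AP2 appendage R879A on GSH beads · Buffer or medium – PBS with 0.05% Tween 20 and 0.1% BSA · Probe or stimulus – fluorescein-tagged arrestin peptide at 50 nM final · Incubation – compound with beads 12 min RT, then probe 1 h RT · Detection – high-throughput flow cytometry of beads, ex 488, em 535 nm · Evaluation – percent response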
CAL PDZ FP-2 – human CAL PDZ-peptide interaction inhibition; AID 504414; inhibition, % at 20 µM; 330,000 tested, 0.02% active; purified CAL PDZ, TMR-peptide fluorescence polarization, 1 h;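 active = highest replicate inhibition of at least 40%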;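 note: plate controls were DMSO neutral control wells for no effect and unlabeled competitor peptide control wells for full effect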
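Control set: unlabelled peptide and DMSO controls / Material: purified CerCALP PDZ construct / Timing: 1 h incubation at room temperature before polarization reading / Doses: 20 µM, one dose / Detection: fluorescence polarization (mP)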
Keap1-Nrf2 PPI – disrupts human Keap1 binding to Nrf2 peptide. Q14145. 340,000 tested, 0.15% active. Keap1 Kelch-Nrf2 peptide fluorescence polarization, 1536-well. AID 504523. inhibition, % at 9.4 µM; in the data active = inhibition above about 12%;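 note: human Keap1 Kelch domain with fluorescein labeled Nrf2 9mer peptide probe; 0% = neutral control wells and 100% = peptide positive control; higher means more block of Keap1 binding to Nrf2 peptide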
Target sequence (Q14145 whole entry, looked up, the tested form may be a part): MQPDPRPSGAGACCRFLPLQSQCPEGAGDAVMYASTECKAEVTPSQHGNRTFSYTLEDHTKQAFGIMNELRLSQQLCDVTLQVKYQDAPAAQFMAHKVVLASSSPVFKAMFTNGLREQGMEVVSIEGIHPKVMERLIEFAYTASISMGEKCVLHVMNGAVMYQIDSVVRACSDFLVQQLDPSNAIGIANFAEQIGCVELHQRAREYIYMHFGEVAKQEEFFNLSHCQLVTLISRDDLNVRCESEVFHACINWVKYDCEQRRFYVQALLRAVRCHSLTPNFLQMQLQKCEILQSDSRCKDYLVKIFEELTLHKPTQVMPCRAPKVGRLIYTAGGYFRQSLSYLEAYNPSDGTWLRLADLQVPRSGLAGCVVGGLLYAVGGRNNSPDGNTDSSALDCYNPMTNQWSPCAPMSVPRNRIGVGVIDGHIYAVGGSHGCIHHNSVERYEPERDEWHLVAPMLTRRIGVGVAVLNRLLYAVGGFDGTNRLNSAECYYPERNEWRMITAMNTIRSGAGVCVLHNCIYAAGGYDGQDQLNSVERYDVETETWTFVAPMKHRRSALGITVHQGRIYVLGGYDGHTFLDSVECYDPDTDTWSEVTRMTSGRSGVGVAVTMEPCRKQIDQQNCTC
V-ATPase pH – yeast V-ATPase proton transport regulation by pHLuorin | 350,000 tested, 0.37% active | response, % at 10 µM | S. cerevisiae, pHLuorin cytosolic pH fluorescence; in the data active = response mostly above about 7.3%, no sharp cut-off; inactive = mostly below about 5.4%; note: actives read high; inactives centre near 0; some compounds called inactive have numbers as strong as hits
DAGLB inhibitor – diacylglycerol lipase beta (human) inhibition; inhibition, % at 5.17 µM; 340,000 tested, 0.059% active; Q8NCG7; HEK293T DAGLB membrane lysate, EnzChek fluorogenic substrate; in the data active = inhibition above about 34%;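 note: 0% = enzyme with vehicle and 100% = wells lacking enzyme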
C-LANA FP – inhibitors of KSHV LANA C-terminal domain DNA binding | 340,000 tested, 0.078% active | AID 504423 | MBP-C-LANA/FAM-LBS DNA binding, fluorescence polarization | inhibition, % at 9 µM;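 active = highest replicate inhibition at or above 60% at 9 µM, even if other replicates fall short; inactive = all replicates below 60% inhibition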;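 note: 0% = neutral control wells and 100% = 4 µM acridine orange control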
DSG3 Ab inh – blocks pemphigus antibody binding to human desmoglein-3; AID 588358; DSG3-coupled beads, scFv-anti-DSG3-GFP binding, flow cytometry; active compounds read low; 310,000 tested, 0.48% active; binding (percent of control), % at 10 µM; P32926;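 active = binding more than 3 SD below its plate's average and above zero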;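 note: hits lower antibody fragment binding to DSG3; some compounds called inactive have numbers as strong as hits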
Numbers without * were called inactive; . = not tested or not shown. The list is partial; count on the stated rates, not on these rows.

SMILES	RTF Ca sens inh	CAL PDZ FP-1	NSD2 inh	Arr AP2 block	CAL PDZ FP-2	Keap1-Nrf2 PPI	V-ATPase pH	DAGLB inhibitor	C-LANA FP	DSG3 Ab inh
Cc1cc(C)c(OCC(O)CN2CCN(c3ccccn3)CC2)c(C)c1 (configuration not stated)	-1	0	1	-2	-2.5	-3	1	-9	0.7	89
COc1ccccc1/C=C/C(=O)OCC(=O)NC1CCCCCCC1	-9	-4	3	-10	-1.8	-4	-1	-11	1.4	.
O=C(N/N=C/c1cccc(O)c1)c1ccc(COc2cccc3cccnc23)cc1	-1	.	-1	10	0.1	1	-2	-3	0.2	95
CCc1noc(C)c1C(=O)Nc1nc(-c2ccc(Cl)cc2Cl)cs1	-2	5	-2	0	-0.7	-1	1	-2	0.6	101
Cc1ccc(Cl)cc1NC(=O)CSC(N)=O	-4	-6	-2	17	-1.9	-6	4	-13	-1.9	102
Cc1ccc(NC(=O)NCCCN2CCOCC2)cc1	-4	0	-1	-3	0.2	0	-2	1	-0.7	.
CCC(C)C(=O)Nc1ccccc1N1CCN(c2ccc(F)cc2)CC1 (configuration not stated)	-7	-3	2	-8	2.9	2	-3	-9	0.4	91
COc1ccc2nc(-c3ccc(F)cc3)sc2c1	-2	-3	.	1	-1.8	1	3	-10	1.9	99
C/C(CC(=O)Nc1ccc(F)cc1)=N\NC(=O)COc1ccccc1	3	-1	0	-17	-1.9	-5	-2	-3	-1.9	129
COc1cc(/C=C/C(=O)O)ccc1O	0	-4	.	2	-0.4	0	-3	-2	1.2	99
COc1ccc(NC(=O)c2ccc(NCCCN3CCOCC3)c([N+](=O)[O-])c2)cc1	-1	-7	5	17	-0.1	-3	1	7	-0.3	100
CCN(CC)Cc1c(-c2ccccc2)[nH]c2ccc(C)cc2c1=O	-5	2	1	10	-2.4	0	0	0	0.7	97
O=C(COc1ccc(S(=O)(=O)N2CCCCC2)cc1)NCC1CCCO1 (configuration not stated)	-10	6	0	-14	-0.6	3	-1	-1	0.9	100
NC(=O)c1cc(N)ccc1N1CCCC1	-5	-2	51*	11	2.8	-9	-8	3	3.8	90
O=C(Nc1cccn(Cc2c(Cl)cccc2Cl)c1=O)c1ccccc1Cl	-9	-2	1	7	-4.2	-5	0	-8	1.4	94
CCc1ccccc1N1C(=O)C(Cl)=C(N2CCOCC2)C1=O	2	-2	0	-9	1.4	-1	-2	0	0.1	112
O=c1cc(NCc2ccccc2)[nH]c(=O)[nH]1	-11	-7	.	1	-0.6	-2	-3	1	-0.6	104
Cc1cc2cc(OCc3ccccc3)ccc2n1C	-2	5	-1	-19	0.1	-3	-1	-9	1.7	102
CC1SC(c2ccc(Cl)cc2)NC1=O (configuration not stated)	11	0	4	32	.	-7	1	-4	1.6	110
COc1ccc([N+](=O)[O-])cc1N(CC(=O)NCCCOC(C)C)S(C)(=O)=O	1	-4	0	-20	-1.0	-1	2	0	0.3	99
BrC(=C\c1ccccc1)/C=N/n1cnnc1	4	-1	6	17	-0.4	-5	0	-3	-0.7	98
COc1ccc(-n2c(SCC(=O)Nc3cc(C)on3)nc3c([nH]c4ccccc43)c2=O)cc1OC	2	4	0	6	-1.0	4	0	2	-0.9	112
Cc1cc(NC(=O)CSc2nc(N)c(NC(=O)c3ccc(F)c(F)c3)c(=O)[nH]2)no1	-1	-2	.	-4	-2.2	0	-2	-2	1.6	99
CC(C)(C)CN1CCN(CC#Cc2ccccc2)CC1CCO (configuration not stated)	-8	-3	1	11	0.0	-5	5	-1	0.1	114
Cc1csc(NC(=O)CCNC(=O)c2ccccc2Cl)n1	-2	.	0	34	-0.6	-5	-3	-1	0.3	108
Going on with the list:
SMILES	RTF Ca sens inh	CAL PDZ FP-1	NSD2 inh	Arr AP2 block	CAL PDZ FP-2	Keap1-Nrf2 PPI	V-ATPase pH	DAGLB inhibitor	C-LANA FP	DSG3 Ab inh
CN(C)c1ccc(/C=N/NC(=O)c2nonc2N)cc1[N+](=O)[O-]	-6	2	6	-14	-1.4	3	3	4	0.4	104
CCN(Cc1cc(=O)n2ccsc2n1)Cc1nc2cc(OC)c(OC)cc2c(=O)[nH]1	5	-1	-3	-19	-0.3	-1	3	-1	-0.8	87
CC(=O)Nc1ccc(N/C(=N\S(=O)(=O)c2ccccc2)c2ccccc2)cc1	-6	-4	1	-5	-3.0	-8	-1	2	-0.2	103
CCN(CC)c1ccc(/C=N/N2C(=O)c3ccccc3C2=O)cc1	-10	-4	-2	33	-0.5	4	2	4	-0.1	63*
CCc1nnc(N/N=C/c2ccc(O)c(OC)c2)n1N	-5	.	-1	39	-1.8	-5	7	2	-2.3	95
NNC(=S)NC1CCCCCCCCCCC1	-2	-1	1	6	0.5	-1	-1	-5	-0.6	105
O=C(N/N=C/c1cn(-c2cccs2)nc1-c1ccccc1)c1ccccc1Cl	3	-6	0	1	-5.4	-2	-2	0	0.2	104
CCOC(=O)C1(Cc2cccc(OC)c2)CCN(Cc2cccnc2)CC1	-9	3	-1	9	-0.1	-2	1	2	0.5	102
CC(C)COc1ccc(C(=O)OCC(=O)NCCC2=CCCCC2)cc1	-8	1	-1	17	0.4	4	-9	-24	-1.0	108
CN1CC(=O)N(CC(=O)Nc2ccc3c(c2)CCC3)C1=O	-4	2	0	-9	-0.9	-1	-3	-1	1.0	.
CCCCSc1nnc([C@@H]2CCCN2C(=O)OC(C)(C)C)o1	-3	1	-3	9	0.7	-1	4	-3	0.1	96
Cc1cc(=O)nc2c3ccccc3n(CC(=O)NC(C)c3ccc4c(c3)OCCO4)n12 (configuration not stated)	4	1	-2	3	-2.6	-3	6	0	1.2	101
CCNC(=O)NC(=O)COc1ccccc1C#N	-21	.	6	7	-0.4	-2	1	1	-1.4	95
CCCCOc1ccc(Cc2c(Cl)nc(SC)nc2N2CCOCC2)cc1	-2	-4	10	8	0.0	-3	3	-8	1.2	104
Cc1cccc(-n2c(SCC(=O)NCC3CCCO3)nc3ccccc3c2=O)c1C (configuration not stated)	-2	-4	-2	-4	-0.6	-7	1	0	0.2	88
Cn1c(=O)c(C(=O)CSc2nnc(Nc3ccccc3)s2)c(N)n(Cc2ccccc2)c1=O	-1	7	-1	23	-0.3	2	-1	0	0.5	102
COc1cc(C(=O)/C=C/c2cccnc2)c([N+](=O)[O-])cc1OC	0	-3	.	-2	1.4	-3	-46	2	2.3	101
COc1ccc(C(=O)N/C(=C\c2ccc(Cl)cc2)C(=O)NCCN2CCOCC2)cc1	.	.	-1	.	.	.	4	5	.	102
Cc1nc(SCC(=O)Nc2c(C)n(C)n(-c3ccccc3)c2=O)[nH]c(=O)c1C	-3	2	-4	-1	-1.3	2	-2	4	-1.4	108
O=c1c2ccccc2sn1-c1ccc(S(=O)(=O)N2CCCCC2)cc1	-3	0	-1	8	-1.0	-1	-4	4	1.9	89
Cc1cccc(NC(=O)CNC(=O)COc2ccc(-c3ccc(C#N)cc3)cc2)c1C	-3	-2	-2	10	0.3	-3	2	0	-1.9	98
COc1ccc(/C=C/C(=O)OCC(=O)NCc2ccccc2)cc1OC	-9	-2	0	18	-2.1	2	-4	-2	-2.0	.
CN(C)c1cc[n+](CC(=O)Nc2ccc(Cl)c([N+](=O)[O-])c2)cc1	-3	3	1	-11	-1.9	-3	-1	-1	1.2	116
Cc1ccc(NC(=O)N(CCCN2CCOCC2)Cc2cccs2)cc1C	-7	.	.	4	-1.8	4	4	-1	0.2	106
O=[N+]([O-])c1nn(-c2cccc(Cl)c2)n(O)c1=NCc1cccnc1	-4	-1	6	3	1.0	-2	-4	-3	-1.2	102
More results
SMILES	RTF Ca sens inh	CAL PDZ FP-1	NSD2 inh	Arr AP2 block	CAL PDZ FP-2	Keap1-Nrf2 PPI	V-ATPase pH	DAGLB inhibitor	C-LANA FP	DSG3 Ab inh
Cc1cccc(N2CCN(S(=O)(=O)c3c(C(=O)N4CCCCC4)c(C)n(C)c3C)CC2)c1C	-7	-1	14	10	-2.2	0	0	2	0.7	98
COc1cccc(N2CCN(C(=O)c3ccc(N4C(=O)NC5CC4(C)Oc4ccccc45)cc3)CC2)c1 (configuration not stated)	14	-1	6	13	-1.2	-2	-1	2	0.9	98
CC1CN(C(=S)Nc2ccccc2)C(C)CN1C=O (configuration not stated)	1	1	-1	-21	0.0	-5	-6	2	-1.2	112
Cc1noc(C)c1S(=O)(=O)N(C)CC(=O)Nc1ccc(F)cc1	-7	-3	0	-4	-0.7	0	2	-2	-0.7	107
CCCOc1ccc2[nH]c(C(=O)N/N=C/c3cc(OC)c(OC)c(OC)c3)cc2c1	-3	-4	3	-12	-0.3	4	-5	-4	-1.7	94
CCCSc1nsc(NC(=O)CCC)n1	-8	2	-15	-13	-0.3	-1	1	-2	-0.5	102
Cc1sc2nc(SCC(=O)Nc3ccccc3F)[nH]c(=O)c2c1C	-4	-1	-12	-9	-2.1	-1	1	1	0.0	99
O=C(CCNS(=O)(=O)c1ccc(Br)s1)NC1CCCC1	1	-4	.	-2	-3.3	-6	1	-2	-0.5	128
OCCCCNc1cccc2ccccc12	-2	-2	6	10	-2.9	0	-5	1	2.5	.
COc1ccccc1CCNC(=O)C(=O)NCCC1CCCCN1S(=O)(=O)c1ccccc1 (configuration not stated)	-9	-6	0	-10	-4.3	-4	-3	0	0.2	101
Cc1ccc(S(=O)(=O)Nc2ccc(NC(=O)Nc3ccc(F)cc3F)cc2)cc1	-14	1	-2	-23	0.4	-1	1	-1	0.1	100
COC(=O)C1CCN(C(=O)C23CCC(C)(C(=O)O2)C3(C)C)CC1 (configuration not stated)	3	-1	-1	6	-0.6	1	-80	-2	1.3	110
CCOC(=O)c1cc(CC)sc1NC(=O)COC(=O)C1CCC1	3	-4	-5	-5	-2.7	4	-2	-15	-0.3	105
CC(C)c1ccc(C(=O)N2CCN(CCO)CC2)cc1	0	-4	-3	-3	-0.7	-2	-2	-1	0.2	102
COc1ccc(CCN2C(=O)c3cccc4cccc(c34)C2=O)cc1OC	-1	.	-7	0	-2.7	-2	6	-2	-0.5	101
O=C(NC(=S)NCC1CCCO1)c1cccs1 (configuration not stated)	-2	-11	-2	-28	-0.1	3	-1	3	-0.1	98

Quoted from the listing:
CCOC(=O)c1cc(CC)sc1NC(=O)COC(=O)C1CCC1 @ Arr AP2 block: -5
OCCCCNc1cccc2ccccc12 @ V-ATPase pH: -5

Part of the list above in a different format.
COc1ccc(/C=C/C(=O)OCC(=O)NCc2ccccc2)cc1OC
- RTF Ca sens inh: -9
- CAL PDZ FP-1: -2
- NSD2 inh: 0
- Arr AP2 block: 18
- CAL PDZ FP-2: -2.1
- Keap1-Nrf2 PPI: 2
- V-ATPase pH: -4
- DAGLB inhibitor: -2
- C-LANA FP: -2.0
- DSG3 Ab inh: .
CCCOc1ccc2[nH]c(C(=O)N/N=C/c3cc(OC)c(OC)c(OC)c3)cc2c1
- RTF Ca sens inh: -3
- CAL PDZ FP-1: -4
- NSD2 inh: 3
- Arr AP2 block: -12
- CAL PDZ FP-2: -0.3
- Keap1-Nrf2 PPI: 4
- V-ATPase pH: -5
- DAGLB inhibitor: -4
- C-LANA FP: -1.7
- DSG3 Ab inh: 94
